PG9 Ab binder: binds the HIV-1 gp120 antibody PG9 | TR-FRET gp120-PG9 antibody binding | inhibition, % at 6.7 µM | actives 0.43% (n = 360,000) | AID 624416; in the data active means inhibition above about 8.5%
Tn7 DDE FP: disrupts Tn7 cyclic peptide binding to fibrin D-Dimer-E complex; P02675; FP displacement of FITC-Tn7 peptide from fibrin DD(E); 0% = median of compound wells per plate; actives 0.13% (n = 370,000); inhibition, % at 8.3 µM;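 active means inhibition above the mean of compounds falling within the control limits plus 3 SD of them, cut at about 14% in these data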;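 further: 0% = plate median of compound wells and 100% = 10 µM Aha-Tn7 peptide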
Target sequence (P02675 whole entry, looked up): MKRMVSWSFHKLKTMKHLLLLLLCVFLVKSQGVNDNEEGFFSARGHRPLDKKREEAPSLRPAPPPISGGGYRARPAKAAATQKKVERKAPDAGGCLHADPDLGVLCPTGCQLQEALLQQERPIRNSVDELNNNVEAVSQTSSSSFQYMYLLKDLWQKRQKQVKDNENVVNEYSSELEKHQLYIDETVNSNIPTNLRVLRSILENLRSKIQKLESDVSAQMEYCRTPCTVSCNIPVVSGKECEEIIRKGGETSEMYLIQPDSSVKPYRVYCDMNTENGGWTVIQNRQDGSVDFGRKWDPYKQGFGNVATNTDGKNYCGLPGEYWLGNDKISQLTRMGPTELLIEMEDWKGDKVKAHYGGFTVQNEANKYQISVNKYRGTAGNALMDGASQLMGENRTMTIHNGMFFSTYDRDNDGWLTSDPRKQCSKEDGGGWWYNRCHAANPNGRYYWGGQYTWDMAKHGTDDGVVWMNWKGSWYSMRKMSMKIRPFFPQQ
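Assay system: Human fibrin DD(E) protein | Medium: Tris buffer with calcium and detergent, pH 7.8 | Reagent: 0.1 µM fluorescent Tn7 | Compound dosing: Single point at 8.3 µM | Times: 10 min preincubation, 3 h with tracer, room temperature | Detection: Fluorescence polarization of the labelled Tn7 tracer | Controls: Aha-Tn7 high control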
HTRA1 inhibitor: HTRA1 (human) protease inhibition; Q92743; recombinant HTRA1, FP-rhodamine activity-based probe, fluorescence polarization; inhibition, % at 5.96 µM; actives 0.5% (n = 340,000); in the data active means inhibition above about 36%;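 further: 0% = enzyme with DMSO and 100% = wells lacking enzyme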
TDP2 inh: blocks human TDP2 phosphodiesterase activity | actives 0.34% (n = 370,000) | AID 720702 | inhibition, % at 12.8 µM | recombinant TDP2, T5PNP hydrolysis, p-nitrophenol absorbance 415 nm;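 active means inhibition above the mean of all tested compounds plus 3 SD, set per campaign, cut at about 25% in these data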;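 further: 0% = DMSO with enzyme and 100% = buffer with substrate but no TDP2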
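Incubation: 2 h at 37 °C; Test system: recombinant human TDP2; Quantity: enzyme 120 nM; Read-out basis: percent inhibition; Medium: 50 mM Tris-HCl pH 7.5 with Mg2+, KCl, DTT, BSA; Repeats: single replicate; Compound: 12.8 µM single point, 1% DMSO; Signal: epi absorbance; Reagent: 5 mM T5PNP chromogenic substrate; Benchmarks: no-enzyme high, DMSO-plus-enzyme low.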
mABHD4 FP: ABHD4 (mouse) inhibition, primary FP screen; inhibition, % at 8.92 µM; Q8VD66; actives 0.54% (n = 370,000); purified mABHD4, FP-Rh probe fluorescence polarization;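 active means inhibition exceeding the mean over every tested compound plus 3 SD, cut at about 30% in these data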;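 further: 0% = plate median of compound wells and 100% = S159A mutant with DMSO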
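Test system: mABHD4 protein | Buffer or medium: HEPES pH 7.0 buffer, 150 mM NaCl, 0.01% Pluronic F-127 | Probe or stimulus: FP-Rh fluorescent activity-based probe, added after compound pre-incubation | Timing: Pre-incubation 45 min, probe exposure 60 min, at 25 °C | Technique: Fluorescence polarization, excitation 525 nm, emission 598 nm, BODIPY TMR filters | Repeats: Single well per compound (singlicate)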
PRMT1 FP inh: PRMT1 (human) inhibition, primary screen; recombinant PRMT1, activity-based probe fluorescence polarization; inhibition, % at 2.79 µM; AID 652257; actives 1.3% (n = 370,000); Q99873;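 active means inhibition above about 21% made by adding two undisclosed values, limit read from the data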
Target sequence (Q99873 whole entry, looked up): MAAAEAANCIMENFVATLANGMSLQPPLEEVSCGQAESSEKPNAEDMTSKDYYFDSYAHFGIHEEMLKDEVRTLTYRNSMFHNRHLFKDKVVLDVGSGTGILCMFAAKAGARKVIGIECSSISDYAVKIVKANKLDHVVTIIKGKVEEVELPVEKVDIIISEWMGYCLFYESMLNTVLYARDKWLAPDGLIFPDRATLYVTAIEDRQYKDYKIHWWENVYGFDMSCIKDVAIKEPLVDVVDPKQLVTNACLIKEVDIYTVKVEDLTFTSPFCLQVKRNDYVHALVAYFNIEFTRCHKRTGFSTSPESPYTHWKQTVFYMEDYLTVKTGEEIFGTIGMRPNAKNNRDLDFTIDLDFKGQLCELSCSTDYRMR
LEDGF integ inh: blocks HIV-1 LEDGF/p75-dependent DNA integration; inhibition, % at 3.7 µM; actives 0.64% (n = 370,000); TR-FRET IN-LEDGF/p75 DNA integration, Eu/Cy5;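 active means inhibition above the screen-wide mean plus 3 SD, cut at about 13% in these data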;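 further: signal is the Cy5 over europium emission ratio at 671 and 618 nm; 0% = plate median of compound wells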
TCR-CD3 inh: blocks the human TCR-CD3 interaction | TAMRA-labeled TCR probe fluorescence, biochemical | inhibition, % at 9.4 µM | actives 0.37% (n = 360,000) | AID 651800; in the data active means inhibition above about 19%;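 further: recombinant mutant TCR 2C K166C tagged with TAMRA read by polarization; 0% = receptor in buffer alone and 100% = receptor with positive control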
UHRF1 binding: blocks human UHRF1 binding to methylated DNA. Q96T88. UHRF1 binding to methylated oligo, TR-FRET. inhibition, % at 4.4 µM. actives 0.75% (n = 370,000). AID 687016; in the data active means inhibition above about 21%;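 further: UHRF1 SRA domain binding a hemimethylated CpG hairpin DNA probe; 0% = median of test compound wells and 100% = reference inhibitor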
SIAE primary: human SIAE inhibition, primary screen. SIAE FP-Rh probe binding, fluorescence polarization. AID 1053197. inhibition, % at 9.66 µM. actives 0.69% (n = 370,000);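 active means inhibition above a cutoff: mean of compounds within the control limits plus 3 SD of those, cut at about 17% in these data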;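 further: 0% = plate median of compound wells and 100% = probe without SIAE protein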
Active calls of the source: *; / = not tested or not shown.

PG9 Ab binder	Tn7 DDE FP	HTRA1 inhibitor	TDP2 inh	mABHD4 FP	PRMT1 FP inh	LEDGF integ inh	TCR-CD3 inh	UHRF1 binding	SIAE primary	compound
0.2	-6	/	-2	2	-3	5	-1	-2	1	COc1cccc(CNC(=O)[C@H]2CCCN2C(=O)[C@H]2CCCN2C(=O)N2CCOCC2)c1
0.5	-3	/	8	-2	4	-1	-4	18	-5	COC(=O)c1ccc2nc(-c3ccc(OC)c(OC)c3)c(Cc3cccc(F)c3)n2c1
0.9	2	4	-12	-3	7	-5	-1	8	-7	CN(C)c1ccc(C(=O)OCC(=O)NCCC2=CCCCC2)cc1
-4.3	4	-1	-2	0	1	-5	-9	1	-1	CN(C)CCCNC(=O)/C(=C\C=C\c1ccccc1)NC(=O)c1ccc([N+](=O)[O-])cc1
0.8	2	3	-7	7	1	-4	6	-1	-3	CCn1c(=N)n(CC(=O)OC)c2ccccc21
-1.2	-2	-39	7	-17	3	-2	-3	-3	-4	Cc1ccc(/C=N/NC(=O)CSc2nc3ccccc3n2Cc2ccccc2)o1
-0.1	-13	-11	-6	-2	0	1	-2	2	-6	Cc1cccc(NC(=O)COC(=O)c2ccccc2-c2nc3ccccc3s2)c1C
-0.8	3	4	7	8	22*	8	12	4	5	CCCCn1c(N)c(N(CCC(C)C)C(=O)c2cc(-c3ccco3)nc3ccccc23)c(=O)[nH]c1=O
-2.3	-1	-12	-8	-7	-1	0	6	-1	-2	COc1ccc2nc(C)cc(SCC(=O)OC(C)C)c2c1
-3.0	10	2	15	0	-1	-3	-2	1	7	COc1ccc(N2CCN(S(=O)(=O)c3cc(C)ccc3OC)CC2)cc1
-1.2	5	7	-8	-2	0	1	5	1	-3	COc1ccccc1C(=O)NCC(=O)N1CCN(c2ncccn2)CC1
-1.7	-1	-4	6	1	5	4	17	13	3	COc1ccc(Cc2nnc(NC(=O)Cc3cccs3)s2)cc1OC
-0.1	3	1	3	-1	-4	-3	6	-1	0	Cc1ccc(NC(=O)C2CCCN2C(=O)c2cccs2)cc1C (centres undefined)
-0.8	-1	5	14	2	-2	2	3	-2	0	N/C(=N\S(=O)(=O)c1ccccc1)c1ccc([N+](=O)[O-])cc1
-0.6	2	-29	-3	-12	0	0	5	2	-4	Cc1ccccc1Oc1ccc(-c2nc(N)nc(N)n2)cc1
-0.6	-6	4	1	-9	-2	-1	-2	-2	-3	COc1ccc(OC)c(NC(=O)c2ccc(CN3CCOCC3)cc2)c1
1.0	-2	-2	7	3	-1	-3	2	3	2	COc1ccc(NC(=O)C2CCN(C(=O)[C@@H]3Cc4ccccc4CN3C(=O)OC(C)(C)C)CC2)cc1
-2.8	6	-3	2	-3	5	-4	1	1	-1	CC(=O)CSc1ccc(-c2nc3cc(C)c(C)cc3[nH]2)cn1
-0.2	-6	16	0	-6	-4	3	5	8	1	O=C(CCC(=O)NNC(=O)c1ccc(Cl)cc1Cl)NCc1ccccc1
1.7	-10	-4	-15	2	12	-1	3	3	3	COc1ccccc1NC1=C(Cl)C(=O)N(c2ccccc2)C1=O
1.3	4	-28	6	-14	-4	3	5	-3	5	NC(=O)COC(=O)c1oc2ccccc2c1CSc1ccc(Cl)cc1
1.7	4	1	-2	1	1	-2	0	0	6	CCOC(=O)N1CCN(C(c2ccc(F)cc2)c2sc3nc(C)nn3c2O)CC1 (centres undefined)
-1.2	-6	1	-9	0	1	0	-9	3	-1	CCN(CC(=O)Nc1c(F)cccc1F)C(=O)/C=C/c1ccc(C)o1
0.0	-9	0	-7	0	-3	6	-4	2	-1	COc1ccc(CNC(=O)C(=O)NCc2ccncc2)cc1
-0.9	-2	0	-3	-1	-2	1	2	-1	2	Cc1cccc(/C=N/Nc2cc(N3CCOCC3)nc(N3CCOCC3)n2)c1
-0.1	-1	-4	1	-2	1	0	0	1	-4	COc1ccc(C(=O)N(Cc2ccco2)Cc2cccs2)c(O)c1
-1.4	3	-8	-3	-4	1	-4	-1	3	-16	COC(=O)COc1cc2ccccc2cc1C(=O)Nc1ccccc1
-3.1	-5	7	0	-2	1	3	3	1	-1	O=C(Nc1cc(S(=O)(=O)N2CCOCC2)ccc1N1CCCC1)c1ccc(F)cc1
-1.2	-2	11	-5	0	-1	3	-10	2	5	O=C(C[n+]1ccc(/C=N/O)cc1)NCc1ccccc1
0.6	0	-2	12	-7	-3	-2	2	-2	3	O=C(NCC1CCCO1)C1CCN(C2CCN(C(=O)Cc3ccsc3)CC2)CC1 (centres undefined)
-0.6	0	0	-1	-1	1	0	-4	1	4	CCC(C)N(NC(C)=O)c1nc(Cl)nc(NC(C)(C)C)n1 (centres undefined)
-5.1	-3	0	-4	-1	3	-7	-7	4	4	CN(C)c1ccc(/C=N/NC(=S)NCc2ccco2)cc1
-7.9	2	-13	-6	12	5	-6	4	-4	6	O=C(Cc1ccccc1)NNc1c2ccccc2nc2ccccc12
-0.5	1	-21	-16	-19	2	9	2	-2	10	Cc1c(C(=O)NCc2ccco2)oc2ccc(Br)cc12
1.0	4	9	-1	-2	-1	2	0	2	-2	O=C(COC(=O)CCN1C(=O)c2cccc([N+](=O)[O-])c2C1=O)NC1CCS(=O)(=O)C1 (centres undefined)
-1.2	-1	-5	2	0	-4	-2	1	-1	2	O=C(CCC1CCCN(Cc2ccc3c(c2)CCO3)C1)NCc1ccc(F)c(F)c1 (centres undefined)
-2.0	-7	-6	5	-2	-2	2	4	1	2	Cc1ccc(SCC(=O)N2CCOCC2)cc1
-0.1	-2	2	2	-3	0	-2	3	0	2	COC(=O)COc1cccc2c(=O)n(CC(=O)NCCc3ccc(OC)c(OC)c3)ccc12
-1.6	2	2	-1	5	3	-4	-2	3	2	O=C(NC1(C(F)(F)F)N=C2SCCN2C1=O)c1cccnc1 (centres undefined)
0.3	1	-2	-12	-8	-3	3	6	4	-4	CCCN(CCC)CCCNC(=O)CNC(=O)c1nn(-c2ccc(OC)cc2)c(=O)c2ccccc12
1.3	-1	10	-13	-3	-1	3	5	-2	-3	COc1ccc(C(=O)N(CN2CCCC2=O)c2ccccc2OC)cc1OC
0.1	-1	7	-17	4	4	-8	-1	13	2	Cc1cc(C)c(NC(=O)CS(=O)CC(=O)Nc2ccc(N3CCOCC3)cc2)c(C)c1 (centres undefined)
-1.6	5	1	-5	0	-1	-5	0	-6	-5	COc1cccc(CN2CC(C(=O)N(C)CCCC3CCCC3)CCC2=O)c1 (centres undefined)
-1.1	-3	-3	-12	-1	-8	4	-1	-4	3	COc1ccc2[nH]c(C(=O)Nc3ncc(C)cc3Br)cc2c1
-1.6	2	-3	6	6	-1	0	6	-3	-6	Cc1ccnc(NC(=O)/C=C/c2cccs2)c1
0.0	2	3	-10	-4	-5	4	-2	0	-4	COc1ccccc1NC(=O)C1=C(C)Nc2nc(-c3cccnc3)nn2C1c1ccccn1 (centres undefined)
-0.4	-8	-1	-11	9	-1	1	0	0	0	CCOc1ccccc1C(=O)N1CCN(C(c2ccccc2)c2ccccc2)CC1
6.1	5	/	-6	1	-6	3	5	5	1	Cc1ccc(F)c(S(=O)(=O)NC(=O)C2(C)CCN2C(=O)Cc2ccsc2)c1 (centres undefined)

A few values from the results shown:
Under LEDGF integ inh, `Cc1ccnc(NC(=O)/C=C/c2cccs2)c1` has 0
Under TCR-CD3 inh, `COc1ccc(Cc2nnc(NC(=O)Cc3cccs3)s2)cc1OC` has 17

Remaining list, next part:
PG9 Ab binder	Tn7 DDE FP	HTRA1 inhibitor	TDP2 inh	mABHD4 FP	PRMT1 FP inh	LEDGF integ inh	TCR-CD3 inh	UHRF1 binding	SIAE primary	compound
-1.2	-7	-2	13	9	2	1	-4	0	0	COc1cc(C(=O)OC(C)C(=O)NC2CCCCC2C)c([N+](=O)[O-])cc1OC (centres undefined)
-2.0	-6	-2	-12	-3	0	3	-2	2	-1	COc1ccc(C(=O)NC(C)Cc2c[nH]c3ccccc23)cc1 (centres undefined)
-1.1	6	-4	0	5	0	-11	-1	4	0	CC1CCC2(CC1)NC(=O)N(NC(=O)CCl)C2=O (centres undefined)
0.5	-4	-16	-11	-10	5	-1	-9	5	-3	O=C(NCc1ccoc1)c1ccc(NC(=O)c2ccccc2Cl)cc1
-0.8	3	-3	15	4	6	-2	0	-2	3	N#Cc1c(/N=C/c2ccc(Br)s2)sc2c1CCC2
2.0	5	-7	2	-4	0	-2	1	-2	8	CC1=C(C(=O)OCC2CCCCC2)C(c2ccc(O)cc2)NC(=O)N1 (centres undefined)
2.0	8	-2	6	2	-3	0	-7	0	9	CCC(C)NC(=O)CSc1nc(-c2cccs2)cc(C(F)(F)F)n1 (centres undefined)
0.3	1	2	1	0	0	0	4	0	0	Cc1onc(-c2c(Cl)cccc2Cl)c1C(=O)N=C(N)N1CC(C)OC(C)C1 (centres undefined)

Bioassay records as filed in PubChem.
